Bioassay records (PubChem BioAssay)
WRN helicase inh: qHTS for Inhibitors of WRN Helicase; WRN helicase unwinding, fluorescent forked duplex, kinetic; hit rate 0.46% among 360,000; AID 651768, 2012; Potency, µM (highest dose often 114 µM), for inactives: top-dose activity change, negative = inhibition, hits mostly inhibitors; note: potency is the fitted concentration of half-maximal effect; % is set by controls: 0 for no effect and ±100 for the full control effect; nearly all actives have a fitted effect of over 55% in size
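Screening of the MLSMR collection measured strand separation of a quenched forked DNA duplex (100 nM) by 20 nM WRN with 2 mM ATP, all final. Compounds were preincubated with enzyme 15 min at room temperature.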
IL2 activator: qHTS of IL-2 Activators. hit rate 0.065% among 360,000. IL-2 activation reporter assay, cell-based qHTS; stimulated with anti-CD3/CD4/CD28 beads; in transgenic mouse T cells. activation, % (series mostly up to about 46 µM); in the data active = activation above about 50%; inconclusive = mostly about 30% to 49%; note: 0% is about no effect
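Unstimulated transgenic mouse T cells, 750 per well, received compound and, after 60 minutes, anti-CD3/anti-CD4 bead plus anti-CD28 stimulation. EGFP and DsRed were quantified after 18 hours.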
PI5P4K alpha inh: qHTS for Inhibitors of phosphatidylinositol 5-phosphate 4-kinase (PI5P4K). PI5P4Kalpha enzyme, ADP-Glo luminescence, 60 min; hits give low values. AID 652105, 2013. max response, %. hit rate 1.2% among 330,000; active = max response of -50% or lower; inconclusive = between -30% and -50%; inactive = -30% or higher; note: value at the top dose of about 77 µM; % is set by controls: 0 for no effect and ±100 for the full control effect
Target sequence (P48426 whole entry, looked up): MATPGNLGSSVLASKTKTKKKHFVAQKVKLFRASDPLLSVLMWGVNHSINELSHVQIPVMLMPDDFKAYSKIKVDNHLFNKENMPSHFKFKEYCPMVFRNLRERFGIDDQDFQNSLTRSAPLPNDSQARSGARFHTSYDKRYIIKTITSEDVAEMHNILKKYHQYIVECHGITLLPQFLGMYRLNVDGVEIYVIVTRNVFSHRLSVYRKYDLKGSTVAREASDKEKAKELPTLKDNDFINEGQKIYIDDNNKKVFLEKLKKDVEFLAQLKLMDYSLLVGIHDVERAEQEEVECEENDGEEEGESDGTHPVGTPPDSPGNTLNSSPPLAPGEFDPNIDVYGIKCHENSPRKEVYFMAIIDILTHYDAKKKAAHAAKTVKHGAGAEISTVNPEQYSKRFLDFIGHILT
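Reactions run in 0.038 M HEPES pH 7.4, 0.28 mM EGTA, 0.1% CHAPS and 5% DMSO, with PI5P4Kalpha, substrate, compound and 5 microM ATP final, one hour at room temperature. Readout is ADP-Glo luminescence.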
FUS yeast rescue: qHTS for Suppressors of FUS Proteinopathy: Primary screen using FUS-linked yeast assay; Potency, µM (doses to about 76.6 µM), for inactives: top-dose growth rescue (activation), actives largely listed as activators; S. cerevisiae FUS-expressing, growth rescue, OD600, 24 h; hit rate 0.24% among 390,000; AID 1347120, 2019;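 note: potency is the fitted concentration of half-maximal effect; plate controls were DMSO vehicle for no effect and reference control for full effect; nearly all actives have a fitted effect of over 55% in size; some results filed as inactive show a strong effect at the top dose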
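Galactose (2%) drives FUS expression in yeast precultured in raffinose; seeding density OD 0.005. Test compounds incubated 24hr at 30C and 99% humidity before absorbance at 600 nm was measured.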
PLK1 PBD block: qHTS for Inhibitors of PLK1-PDB (polo-like kinase 1 - polo-box domain): Primary Screen; Plk1 PBD binding of FITC phosphopeptide, fluorescence polarization; hit rate 2.8% among 360,000; Potency, µM, for the others: max response, negative = inhibition, usual class: inhibitors; AID 720504, 2013; note: potency is the fitted concentration of half-maximal effect; series mostly up to about 57 µM; % is set by controls: 0 for no effect and ±100 for the full control effect; nearly all actives have a fitted effect of over 65% in size
Target sequence (P53350 whole entry, looked up, the tested form may be a part): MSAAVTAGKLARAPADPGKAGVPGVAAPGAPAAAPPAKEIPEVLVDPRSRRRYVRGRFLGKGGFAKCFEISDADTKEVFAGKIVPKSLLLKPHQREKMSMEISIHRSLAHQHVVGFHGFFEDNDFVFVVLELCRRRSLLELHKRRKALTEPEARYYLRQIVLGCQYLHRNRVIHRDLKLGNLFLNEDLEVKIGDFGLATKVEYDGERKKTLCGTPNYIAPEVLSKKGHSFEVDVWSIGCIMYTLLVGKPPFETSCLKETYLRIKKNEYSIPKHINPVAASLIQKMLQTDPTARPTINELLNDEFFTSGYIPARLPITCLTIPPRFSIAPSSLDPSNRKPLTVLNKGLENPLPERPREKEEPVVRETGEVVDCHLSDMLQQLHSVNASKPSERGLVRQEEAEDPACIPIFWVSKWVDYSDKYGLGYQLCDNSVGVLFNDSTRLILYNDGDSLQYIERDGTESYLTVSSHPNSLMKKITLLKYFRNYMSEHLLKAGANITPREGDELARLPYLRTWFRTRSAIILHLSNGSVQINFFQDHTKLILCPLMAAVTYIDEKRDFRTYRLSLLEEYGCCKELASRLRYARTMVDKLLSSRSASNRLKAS
EPAC1 agonist: qHTS for Agonist of cAMP-regulated guanine nucleotide exchange factor 3 (EPAC1): primary screen. Rap guanine nucleotide exchange factor 3 (Homo sapiens), O95398. hit rate 0.073% among 360,000. Potency, µM (highest dose often 154 µM), without a hit: top-dose activation, hits mostly activators. EPAC1 agonist qHTS, biochemical assay; response scale: 100% = response to 6.5 mM cAMP; note: potency is the fitted concentration of half-maximal effect; nearly all actives have a fitted effect of over 60% in size
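Read-out is the fluorescence drop as BODIPY-GDP leaves Rap1B (480 nm excitation, 540 nm emission), recorded every 5 minutes over 30 minutes. Reactions held 100 nM EPAC1, 250 nM Rap1B–BODIPY-GDP and 50 uM GDP, with 6.5 mM cAMP setting full activation.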
EPAC1 antagonist: qHTS for Antagonist of cAMP-regulated guanine nucleotide exchange factor 3 (EPAC1): primary screen; Rap guanine nucleotide exchange factor 3 (Homo sapiens), O95398; EPAC1 GEF assay, Rap1b-BODIPY-GDP exchange fluorescence; Potency, µM (series often up to 115 µM), for the others: at the top dose activity change, negative = inhibition, hits mostly inhibitors; hit rate 0.14% among 360,000;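 note: potency is the fitted concentration of half-maximal effect; plate controls were vehicle for no effect and positive control for full effect; nearly all actives have a fitted effect of over 50% in size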
Abeta yeast res: qHTS for compounds that reverse cellular toxicity of Amyloid beta (A-beta) peptide in yeast: Primary Screen. yeast expressing A-beta42, growth rescue, OD600, 48 h; response scale: 0% DMSO, 100% iron-clioquinol control. Potency, µM (series often up to 46.1 µM), without a hit: at the highest dose growth rescue, most hits filed as activators. hit rate 0.063% among 410,000. AID 1347071, 2019; note: potency is the fitted concentration of half-maximal effect; nearly all actives have a fitted effect of over 55% in size
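Yeast A-beta toxicity model in growth medium with pinned compounds, 48 h at 30 C; growth read as absorbance at 600 nm. Normalized to FeCl3/clioquinol equimolar mix (positive) and DMSO (negative).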
* hit, by the source's call; ? = inconclusive; / = not tested or not shown; & = joins results of further samples; [ ] = dose if it differs, or a comment. Unless noted, calls come from the whole dose curve; as a rule, active = well fitted curve in the direction sought with a large enough effect; inconclusive = small, poorly fitted or top-dose-only effect, or another doubt; inactive = no such curve, though single readings can be large; an effect the other way counts as inactive or inconclusive. Rows were taken by chance; 4.1% or so of the library scored in one or more.

SMILES	WRN helicase inh	IL2 activator	PI5P4K alpha inh	FUS yeast rescue	PLK1 PBD block	EPAC1 agonist	EPAC1 antagonist	Abeta yeast res
CC(C)C(=O)Nc1ncc(Cc2ccc(Cl)cc2)s1	-1%	-0.9	2	7%	-14%	-8%	-26%	?
COc1ccccc1CNC(=O)C/C(C)=N/NC(=O)Cc1ccc(OC)c(OC)c1	-15%	0.4	-1	13%	-3%	13%	7%	7%
CC1CC(C)(C)CC2(C1)NC(=O)N(CC(=O)Nc1ccc3[nH]c(=O)[nH]c3c1)C2=O (stereo not drawn)	-3%	0.4	-9	-11%	1%	-8%	-1%	-1%
CCCN(CCC)C1Sc2ccc(C(=O)OC)cc2NC1=O (stereo not drawn)	11%	-1.7	/	-24%	-2%	2%	9%	3%
O=C(NCCN1CCOC1=O)C1CCC(=O)N(CCc2ccc(Cl)cc2)C1 (stereo not drawn)	?	-4.4	2	/	-3%	-3%	6%	-3%
NC(=O)c1ccccc1NC(=O)Cc1cccs1	-4%	1.1	-14	3%	2%	-4%	-16%	-6%
O=C1Nc2ccccc2O/C1=C\c1ccccc1	13%	2.7	-4	-20%	-5%	12%	17%	7%
CCC(=O)/C=C1\Sc2ccccc2N1CC	12%	-1.7	-6	-8%	?	0%	-4%	-3%
CCC(=O)Nc1c2c(nn1-c1cccc(Cl)c1)CS(=O)(=O)C2	0%	2.0	6	-29%	-3%	-3%	-4%	6%
CCOC(=O)c1cc(-c2ccccc2)sc1NC(=O)CN1C(=O)NC(CC)(c2ccccc2)C1=O (stereo not drawn)	-14%	-1.6	-25	27%	1%	-3%	8%	6%

Brought forward from above: 5 compounds, then new ones.
SMILES	WRN helicase inh	IL2 activator	PI5P4K alpha inh	FUS yeast rescue	PLK1 PBD block	EPAC1 agonist	EPAC1 antagonist	Abeta yeast res
NC(=O)c1ccccc1NC(=O)Cc1cccs1	-4%	1.1	-14	3%	2%	-4%	-16%	-6%
O=C1Nc2ccccc2O/C1=C\c1ccccc1	13%	2.7	-4	-20%	-5%	12%	17%	7%
CCC(=O)/C=C1\Sc2ccccc2N1CC	12%	-1.7	-6	-8%	?	0%	-4%	-3%
CCC(=O)Nc1c2c(nn1-c1cccc(Cl)c1)CS(=O)(=O)C2	0%	2.0	6	-29%	-3%	-3%	-4%	6%
CCOC(=O)c1cc(-c2ccccc2)sc1NC(=O)CN1C(=O)NC(CC)(c2ccccc2)C1=O (stereo not drawn)	-14%	-1.6	-25	27%	1%	-3%	8%	6%
C/C(=N\NC(=O)CNc1cccc(C(F)(F)F)c1)c1ccc(Br)cc1	6%	0.5	-10	/	-4%	-6%	9%	-20%
CCc1ccccc1NC(=O)c1ccc(OCc2c(C)noc2C)cc1	-8%	0.6	-1	0%	7%	-5%	3%	1%
CCCCCCn1c(SCC(=O)OC)nc2c1c(=O)[nH]c(=O)n2C	18%	-2.1	-27	-7%	5.3µM*	-16%	13%	-24%
COc1ccc(NC(=O)CN(C)C(=O)c2ccc(-c3ccccc3Cl)o2)cc1	-9%	-0.4	-9	19%	-3%	9%	-10%	-6%
CCC(C(=O)OCC(=O)Nc1cc(OC)ccc1OC)c1ccccc1 (stereo not drawn)	-1%	0.3	0	-2%	-9%	4%	-1%	6%
Cc1ccc(-c2nnc(N3CCOCC3)c3ccccc23)cc1S(N)(=O)=O	4%	0.2	-19	?	-19%	12%	-11%	6%
O=C(N/N=C/c1cccs1)c1ccc2ccccc2c1	-1%	0.8	3	-1%	-2%	-9%	-9%	-16%
CN(C)S(=O)(=O)c1cccc(NC(=S)NC23CC4CC(CC(C4)C2)C3)c1	4%	1.0	-2	1%	-1%	18%	5%	7%
C=C[C@@H]1c2cc(C)ccc2N(S(=O)(=O)c2ccc(C)cc2)[C@H](c2ccc(OC(C)=O)cc2)C1(C#N)C#N	2%	0.0	-5	-4%	-7%	10%	0%	6%
Cc1cc(NC(=O)CSc2c(C)[nH]c3ccccc23)no1	-2%	-2.1	-6	-2%	-16%	1%	10%	7%
Cc1ccc2oc(C(=O)N3CCC(O)(c4ccccc4)CC3)c(C)c2c1	-9%	0.6	3	13%	-5%	14%	-5%	2%
CCc1cc(Cn2nc(-c3ccccc3)cc2C(=O)NCCOC)on1	11%	0.6	1	-2%	1%	-2%	3%	-9%
CCCCC(CCC(=O)O)(C(=O)OCC)c1csc(Nc2ccccc2)n1 (stereo not drawn)	-6%	4.8	-9	39%	?	5%	20%	-6%
CC1(C)Cc2c(ccc3ccccc23)/C(=C/C(=O)N2CCCCC2)N1	-26%	0.2	1	69%	-12%	10%	-2%	-9%
CC(C)(C)OC(=O)C[C@H]1C/C=C\C[C@H](CC(=O)NCCO)C(=O)NC[C@@H](c2ccccc2)OC1=O	3%	0.3	0	11%	-5%	1%	-1%	-6%
COc1ccc(/C=N/Nc2nc(N3CCCCC3)nc(N3CCCCC3)n2)cc1[N+](=O)[O-]	-24%	1.4	5	?	-3%	-1%	-6%	19%
O=C(NCCS(=O)(=O)N1CCN(c2ccccc2)CC1)c1cc(=O)c2ccccc2o1	2%	0.5	-1	-31%	-10%	10%	6%	-3%
O=C(CN1CCCC1)Nc1cccc(Cl)c1	-2%[57.1 µM]	-2.6	9	-2%	3%	5%	-8%	0%
CC(=O)O[C@@H]1[C@@H](OC(C)=O)[C@H](n2ccc3cc([N+](=O)[O-])ccc32)OC[C@@H]1OC(C)=O	4%	3.0	10	-3%	-7%	3%	-10%	-1%
Cc1ccsc1C(=O)N/N=C/c1ccc([N+](=O)[O-])cc1	5%	-0.6	-11	15%	-6%	7%	4%	5%
COc1ccc(-c2noc(N3CCC(C(=O)Nc4cc(OC)c(OC)c(OC)c4)CC3)n2)cc1	-19%	-1.4	3	24%	-6%	-17%	10%	4%
Cc1c2cnn(-c3ccccc3)c(=O)c2c(C)n1CCCC(=O)N1CCN(C)CC1	1%	0.6	-2	-6%	3%	-8%	16%	8%
CCN(CC)S(=O)(=O)c1ccc(C(=O)NCc2nnc(SCC(=O)OC)n2C)cc1	-7%	-0.4	/	17%	-15%	7%	4%	3%
CCCCC(=O)Nc1cccc(NC(=O)c2cccc(Br)c2)c1	1%	0.0	-2	-4%	7%	19%	3%	-2%
O=C(O)CCN1C(=O)c2ccc(NC(=O)Cc3ccc(Cl)cc3)cc2C1=O	-1%	-2.6	-2	-2%	5%	-6%	0%	1%
CN1c2ccccc2Sc2cc(N)ccc21	-3%	0.7	4	20%	-12%	15%	-4%	-70%[inhibitor]
O=C(Nc1ccc2ccccc2c1)c1cn(-c2ccccc2)nc1-c1cccs1	-11%	-2.7	/	40%	-6%	15%	-1%	5%
Oc1ccc(/C=N/NC(=S)NCC2CCCO2)cc1 (stereo not drawn)	1%	-0.3	-1	8%	-2%	1%	21%	-6%
O=C(Cn1c(=O)c2cccn2c2ccccc21)NCCc1ccccc1	-7%	-0.4	-1	-18%&-6%	-8%	-3%	-20%	-2%&-4%
O=C(O)C1Cc2[nH]cnc2C(c2ccccc2O)N1 (stereo not drawn)	-7%	0.7	5	/	-7%	8%	-5%	8%
COc1ccc(NC(=O)COC(=O)CN2C(=O)NC(C)(C)C2=O)cc1	1%	0.5	4	-17%	-3%	-2%	-8%	9%
Cc1cc(NC(=O)CSc2nncn2-c2ccccc2)no1	12%	-4.2	-9	-27%	-12%	5%	-7%	-7%
COc1ccc(CCNCc2ccc(OCC(=O)N3CCCCC3)c(OC)c2)cc1OC	0%	4.4	4	14%	-10%	0%	-19%	-10%
C[C@@H]1CC=C[C@H]2[C@H]1C(=O)N(Cc1ccccc1)[C@H]2c1ccc(F)c(-c2ccc(N(C)C)cc2)c1	-13%	0.3	16	26%	?	-4%	-11%	21%
O=C(CCC1CCCN(C(=O)c2ccc(F)c(F)c2)C1)N1CCN(c2ccccn2)CC1 (stereo not drawn)	?	-2.5	-3	11%	-12%	2%	7%	11%
COc1ccc(OC)c(S(=O)(=O)Nc2ccccc2SC)c1	-3%	-2.0	/	15%	-1%	5%	14%	?
O=C(NCc1ccc2c(c1)OCO2)C12CN(Cc3ccccc3)CC1C(c1cccc([N+](=O)[O-])c1)=NO2 (stereo not drawn)	6%	0.7	-10	28µM*	-5%	-15%	-8%	-10%
CN(C)/C(=N\S(=O)(=O)c1ccc(Cl)cc1)c1ccc(F)cc1	-4%	-1.9	1	-3%	-7%	1%	-11%	2%
CN(C)C(=O)COC(=O)c1ccccc1NC(=O)c1ccco1	12%	-0.9	0	-14%	0%	5%	6%	2%
CCOc1ccc(N2C(=O)CN=C2Nc2ccccc2Cl)cc1	-1%	0.3	3	6%	-8%	14%	-9%	-11%
CCCn1c(N)c(N(CCOC)C(=O)C2CCCC2)c(=O)[nH]c1=O	3%	1.8	1	-24%	-5%	1%	10%	2%
COc1ccc(OCc2cc(C(=O)NCCCc3ccccc3)no2)c(Cl)c1	-9%	-6.0	-1	15%	2%	7%	-8%	?
O=C(CNC(=O)c1cccc([N+](=O)[O-])c1)OCCCC(=O)c1ccc(F)cc1	-1%	0.7	-15	36%	-5%	-3%	7%	9%
Cc1ccc(S(=O)(=O)N2CCN(C(=O)CSc3nnnn3C)CC2)c(C)c1	0%	-2.0	4	-24%	-1%	-4%	14%	-4%
C#CCOCCOCCOCCNc1nc(N2CCN(C(=O)[C@H](CCCCN)n3cc([C@@H](N)CO)nn3)CC2)nc(N2CCN(C(=O)[C@H](CCCCN)n3cc([C@@H](N)CC(C)C)nn3)CC2)n1	?	0.4	5	-9%	-19%	-12%	-5%	-6%
C=CCN(c1ccccc1)S(=O)(=O)c1cccc(C(=O)N2CCN(c3ncccn3)CC2)c1	-6%	-0.3	3	/	-2%	5%	1%	3%
